Screening results as filed in PubChem BioAssay.
mcGAS MS inh: mouse cGAS inhibition by mass spec; Q8C6L5; recombinant mouse cGAS, cGAMP by RapidFire MS; inhibition, % at 12.5 µM; 130,000 tested, 0.18% active; AID 1259397;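 active = inhibition of cGAS enzyme activity at or above 60%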;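 also: enzyme stimulated by 45 bp dsDNA with ATP and GTP substrates; cGAMP share of summed cGAMP plus half ATP and half GTP signals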
Target sequence (Q8C6L5 whole entry, looked up): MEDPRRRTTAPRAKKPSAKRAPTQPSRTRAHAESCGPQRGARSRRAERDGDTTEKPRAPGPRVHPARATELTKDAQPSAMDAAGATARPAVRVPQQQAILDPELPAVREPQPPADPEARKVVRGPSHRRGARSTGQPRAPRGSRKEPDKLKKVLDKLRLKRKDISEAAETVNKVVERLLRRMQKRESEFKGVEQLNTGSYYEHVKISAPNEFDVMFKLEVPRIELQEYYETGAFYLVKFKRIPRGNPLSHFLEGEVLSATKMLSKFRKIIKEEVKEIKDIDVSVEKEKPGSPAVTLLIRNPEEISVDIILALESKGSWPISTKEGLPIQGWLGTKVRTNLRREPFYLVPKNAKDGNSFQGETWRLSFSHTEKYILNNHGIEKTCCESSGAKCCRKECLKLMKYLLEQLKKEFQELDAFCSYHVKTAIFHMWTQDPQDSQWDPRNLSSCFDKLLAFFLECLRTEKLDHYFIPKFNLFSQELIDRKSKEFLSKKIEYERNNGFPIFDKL
Starred values were filed as active, the others as inactive; & = joins results of further samples. Not all compounds are listed; the hit share may differ from the screen's.

mcGAS MS inh	SMILES
-3.8	CCC(C)c1ccccc1N(C(=O)CCl)C(=O)CCl (centres undefined)
-7.5	COc1ccc2c(=O)c3c(=O)n(Cc4ccco4)c(C4CCCCC4)nc3oc2c1
-9.1	COc1ccc(OC)c(N2CCN(C(=O)c3ccc(Cl)cc3Cl)C(C)C2=O)c1 (centres undefined)
-8.2	CC(C)NC(=O)N1CCCC(CNC(=O)c2ccccc2Cl)C1 (centres undefined)
-28.4	C=CCn1c(=N)n(N)c2ccccc21
-2.8	O=C1CCn2c(CNc3ccc(O)cc3)ccc21
9.8	COCc1c(C(=O)N2CCc3c(ncnc3N3CCOCC3)C2)noc1C
4.0	C[C@H]1C(=O)N(C)CCN1Cc1cn(C)nc1-c1ccc(Oc2ccccc2)cc1
-11.5	O=C(CNC(=O)c1ccccc1)Nc1nc(CN2CCCCC2)cs1
-5.8	CCN(CCc1nc2ccc(C)cc2[nH]1)S(=O)(=O)NCc1ccccc1

Gathered by group: the compounds so far containing an aryl methoxy group (two)
mcGAS MS inh	SMILES
-7.5	COc1ccc2c(=O)c3c(=O)n(Cc4ccco4)c(C4CCCCC4)nc3oc2c1
-9.1	COc1ccc(OC)c(N2CCN(C(=O)c3ccc(Cl)cc3Cl)C(C)C2=O)c1 (centres undefined)

More compounds:
mcGAS MS inh	SMILES
-10.0	Cc1nc2c(c(NCCc3ccccc3C(F)(F)F)n1)CNC2
-17.3	CC(=O)Nc1ccsc1C(=O)N1CCCC(N(C)Cc2ccccc2)C1 (centres undefined)
-6.8	COCCn1nc(C(=O)N(C)CCOc2cc(C)cc(C)c2)ccc1=O
-7.1	Cc1nc(C)c(C(C)N(C)C(=O)NCCc2ccccc2)s1 (centres undefined)
-7.1	CC1=C(c2ccc(C)cc2)S(=O)(=O)NC1=NCc1ccc2c(c1)OCO2
3.8	Cc1ccc(NC2=C(N3CCCCC3)C(=O)c3ccccc3C2=O)cc1
-2.1	CC1CCCC(C)N1C(=O)CN1C(=O)NC(C)(c2cc3ccccc3o2)C1=O (centres undefined)
-2.9	OC(c1ccccc1)c1nccc2ccccc12 (centres undefined)
2.3	CC(=O)C(C)n1c(N2CCN(C)CC2)nc2c1c(=O)[nH]c(=O)n2C (centres undefined)
-6.2	Cn1cc(CN2CCN(C3CCS(=O)(=O)C3)CC2)c(-c2cccc(Cl)c2)n1 (centres undefined)
0.0	CNC(=O)c1cnc(/C=C/c2cc(OC)c3c(c2)OCCO3)s1
-10.2	CC(C)c1nc(CSCC(O)CO)no1 (centres undefined)
-3.9	CCc1ccsc1C(=O)NCCC(=O)N1CCN(C(C)=O)CC1
-1.1	COC(=O)C1CCN(CC(=O)Nc2ccc(N3CCCCC3)cc2)CC1
-4.6	Cc1cn2c3c(=O)n(Cc4ccccc4)c(=O)n(C)c3nc2n1CCCO
-4.9	Cn1c(Cl)cnc1COC(=O)CCNC(=O)C1CCCC1
14.3	CCOc1ccc(C(=O)Nc2c(C)nc3ccc(C)cn3c2=O)cc1
-7.0	Cn1c(=O)c2c(N3CCC(C(N)=O)CC3)ccnc2n(C)c1=O
-3.4	O=[N+]([O-])c1c(NCCCO)cc(Nc2ccc(F)cc2)c2nonc12
-7.3	CN(CCCn1cccn1)C(=O)c1ccc(-c2ccccc2Cl)o1
-6.5	O=c1cc(CSc2nc3ccccc3c3nc4ccccc4n23)nc2ccccn12
-2.7	Cc1c(Cc2ccccc2)c(=O)n2c([nH]c3ccccc32)c1C#N
-11.9	COC(=O)[C@H]1C[C@@H](O)CCN1C(=O)Cc1ccc(OC)c(C)c1
-11.2	COc1ccc2c(c1)C1(NCCS1)C(=O)N2Cc1ccccc1Cl (centres undefined)
-3.9	COc1ccc(C(=O)N2CCC3(CN(C)C(=O)O3)C2)cc1O (centres undefined)
-4.1	CCCCN(C)C(=O)c1sc(=O)n(CC(=O)c2ccccc2OC)c1C
-11.8	C=C(C)Cn1cc(Oc2ccccc2)c(=O)c(C(=O)OCC)c1
-2.2	COc1ccc(NC(=O)CCC2CCN(C(=O)CSC)CC2)c(OC)c1
-13.9	O=[N+]([O-])c1cc(S(=O)(=O)N2CCCCCC2)ccc1NCCCN1CCCC1
-0.3	CCN(CC)C(C(=O)NC(C)C(=O)N1CCOCC1)c1cccc(C(F)(F)F)c1 (centres undefined)
-9.8	Cc1nc2cc3c(cc2n1CC1(O)CCCCC1)OCCO3
-19.2	CN1C[C@H](NC(=O)c2cccc(Oc3ncccn3)c2)C[C@H]1CO
3.9	CN(C)c1nc2sc(C(=O)NCc3ccccc3O)cc2s1
-2.2	Cc1csc(=NC(=O)c2ccco2)n1Cc1ccc(C(=O)O)cc1
-10.3	COc1nc2c(cc1C(=O)NCCC1CN(C)CCO1)CCC2 (centres undefined)
-4.0	COCCN1CCOc2c(O)cc(-c3csc4ccccc34)cc2C1
-1.6	CC(C)c1cnc(SC2CCN(C3CC3)C2=O)n1C(C)C (centres undefined)
5.4	O=C(c1ccccc1)C1CCCN(C(=O)CCn2nnnc2CN2CCOCC2)C1 (centres undefined)
-7.2	CC(C)(CCS(C)(=O)=O)CNC(=O)N1CC2C(C1)C2(C)C (centres undefined)
-17.3	COc1ccc(-c2nc(O)c3c4ccccc4c(=O)[nH]n23)cc1

Exported as labelled records: part of the list above.
CN1C[C@H](NC(=O)c2cccc(Oc3ncccn3)c2)C[C@H]1CO
  mcGAS MS inh: -19.2
CN(C)c1nc2sc(C(=O)NCc3ccccc3O)cc2s1
  mcGAS MS inh: 3.9
Cc1csc(=NC(=O)c2ccco2)n1Cc1ccc(C(=O)O)cc1
  mcGAS MS inh: -2.2
COc1nc2c(cc1C(=O)NCCC1CN(C)CCO1)CCC2 (centres undefined)
  mcGAS MS inh: -10.3

Part of the list above in order of SMILES length, high to low:
mcGAS MS inh	SMILES
5.4	O=C(c1ccccc1)C1CCCN(C(=O)CCn2nnnc2CN2CCOCC2)C1 (centres undefined)
-17.3	COc1ccc(-c2nc(O)c3c4ccccc4c(=O)[nH]n23)cc1
-2.2	Cc1csc(=NC(=O)c2ccco2)n1Cc1ccc(C(=O)O)cc1
-1.6	CC(C)c1cnc(SC2CCN(C3CC3)C2=O)n1C(C)C (centres undefined)
3.9	CN(C)c1nc2sc(C(=O)NCc3ccccc3O)cc2s1

Next entries
mcGAS MS inh	SMILES
-17.6	CN(Cc1nc2c(s1)CCCC2)C(=O)NC1CCN2CCCCC12 (centres undefined)
-13.8	COc1ccccc1-c1cc(C(=O)NCC2(N(C)C)CCSC2)[nH]n1 (centres undefined)
10.6	COCC1(C(=O)N2CCn3cccc3C2c2ccccn2)CCC1 (centres undefined)
-4.4	CN(Cn1nc(N2CCOCC2)n(C2CC2)c1=S)C1CCCc2ccccc21 (centres undefined)
4.0	O=C(NC1CC1)c1csc(COc2ccc(Cl)cc2)n1
-4.1	Cc1ccc(F)cc1NS(=O)(=O)c1cc(Cl)sc1Cl
-3.0	O=C(Nc1ccccc1Oc1cccnc1)C1CCCN(CC2CCCCC2)C1 (centres undefined)
-1.5	Cc1cccc2[nH]nc(-c3ccc(O)cc3)c12
-24.2	CC(=O)c1ccccc1-c1ccc2nc[nH]c2c1
-1.9	Cc1ccc2c(C)c(C(=O)N3CCC(n4nccc4NC(=O)C(C)(C)C)CC3)oc2c1
-10.8	NCCc1nc(NCCN2CCCCCC2)c2ccccc2n1
-7.4	CC(C)(C)c1ccc(C2CC2C(=O)N/N=C/C=C/c2ccccc2[N+](=O)[O-])cc1 (centres undefined)
-7.6	CCCc1cncnc1NC1CC(=O)N(CCc2ccc(F)cc2)C1 (centres undefined)
9.4	CN1C(=O)COCc2cc(-c3cnc4ccccc4c3)ccc21
-10.0	COc1ccccc1OCCSc1nc2ccccc2n1CC(=O)N1CCOCC1
-6.1	O=C(NC1C2CCC(C2)C1CO)C1CC2CCC1C2 (centres undefined)
-7.2	COc1ccc(-c2nn(CN(CC(C)C)C3CCS(=O)(=O)C3)c(=S)n2C)cc1 (centres undefined)
-7.6	COc1cc(CN(C)CC(=O)NCc2cccc(Cl)c2)ccc1O
-16.2	C/C(=N/N=C1\NC(=O)C(CC(=O)Nc2ccccc2[N+](=O)[O-])S1)C1CCCCC1 (centres undefined)
-4.3	CCn1nc(C(=O)O)c2c1CCN(C(=O)C(c1cccnc1)N1CCCC1)C2 (centres undefined)
-21.5	CCN(C(=O)c1ccc(OC(F)F)cc1)C(C)CO (centres undefined)
-7.6&1.9	CCOC(=O)N1CCN(C2CCCN(C(=O)C3=CCCCC3)C2)CC1 (centres undefined)
-3.3	CCCCOC(=O)C1=C(C)N(C)C(=O)NC1c1ccc(C(=O)OC)cc1 (centres undefined)
-6.5	CCOC(=O)c1c(N)sc(C(=O)Nc2cccc(C(F)(F)F)c2)c1C
-13.3	COc1ccc(Nc2ccccc2C(=O)N2CC[C@@H](O)C2)cc1
-53.1	CCc1c(C)sc2nc(SCC(=O)N3CCNC3=O)n(CC3CCCO3)c(=O)c12 (centres undefined)
0.4	CC(=O)Cn1c(=O)c2c(nc3n(C(C)C)c(C)c(C)n23)n(C)c1=O
-7.3	CCn1c(C)cc(O)c(C(c2cccc(F)c2)N2CCN(CCO)CC2)c1=O (centres undefined)
-11.6	COCCc1noc(C2CCCN(c3ncnc4c3c(C)nn4C)C2)n1 (centres undefined)
-10.8	CN(Cc1cc2n(n1)CCNC2)CC1(c2ccccc2)CC1(C)C (centres undefined)
-6.6	C=CCn1c(SCc2cccc(C)c2)nc2c1c(=O)[nH]c(=O)n2C
4.1	O=C(c1ccc(C(F)(F)F)c(F)c1)N1CCC(N2CCCCC2)CC1
-5.7	Nc1nn2cc(-c3ccccc3)nc2s1
-0.1	CC/C=C\C/C=C\C/C=C\C/C=C\C/C=C\CCCC(=O)OCC
-6.4	CCOc1ccc(-c2ccc(=O)n(Cc3ccc(F)cc3)n2)cc1
-13.0	C=C(C)NN=c1sc2ccccc2n1C
-25.4	CC(=O)c1nnn(-c2nc(N(C)C)nc(N(C)C)n2)c1C
-7.1	Cc1nccn1CC1(CNC(=O)[C@@H]2C[C@@H]3C=C[C@H]2C3)CC1
2.6	CC(C)NC(=O)N(C)Cc1ccc(Br)cc1
14.5	CC(C)(C)C(=O)N1CCCC(C(=O)C(C#N)C(=O)N2CCCC2)C1 (centres undefined)
-0.6	O=C(CCSCc1ccc(C(=O)O)cc1)NC1CCCCC1
-9.5	CN(C(=O)CSc1nc2sc3c(c2c(=O)[nH]1)CCCC3)C1CCCCC1
1.1	COc1ccc(-c2nc(Nc3nc(C)cc(C)n3)n[nH]2)cc1OC
-6.4	CCOc1cccc(CN(C(=O)OC(C)(C)C)C2CCC(C(=O)N3CCOC(COCc4ccccc4F)C3)CC2)c1 (centres undefined)
-3.0	COc1ccc(S(=O)(=O)NC(=O)C2(C)CCN2C(=O)C2(c3ccc(Cl)cc3)CC2)cc1 (centres undefined)
-11.6	Cc1ccc(CN(CCS(C)(=O)=O)C2CCc3ccccc32)cc1 (centres undefined)
-6.1	O=C(CSc1ccc(-c2ccc([N+](=O)[O-])cc2)nn1)N1CCCCC1
-13.2	CC1CC(=NNC(=S)NC(C)C)CC(C)(C)C1 (centres undefined)
-1.7	COc1ccc(OCC(=O)N/N=C2/C=C(C)CC2)cc1
-6.8	NC(=O)c1c(NC(=O)COC(=O)C2CC2)sc2c1CCCC2

(cont.)
mcGAS MS inh	SMILES
-8.3	C=CCn1c(=S)[nH]c2ccccc21
-3.7	Fc1ccc(-c2cn3cc(Cl)ccc3n2)cc1
-38.3	CC(=O)c1c(C)[nH]c(C(=O)COC(=O)c2nccnc2N)c1C
-10.1	Cc1ccc(O)c(N=NC2=C(O)CC(C)(C)CC2=O)c1
-10.2	Fc1ccc(CC2CN(Cc3ccc4c(c3)CCO4)CCO2)cc1 (centres undefined)
-11.9	N#Cc1ccc(N2CCC(C(=O)N3CCCCC3)CC2)nc1
2.7	CCc1ccccc1NS(=O)(=O)c1ccc(C)s1
4.4	O=C(CN1CCCC1=O)N1CCC(CCn2cccn2)CC1
-10.5	O=C(NC1CCS(=O)(=O)CC1)c1cc(-c2cccc(Cl)c2)no1
4.3	CN(CC12CC3CC(CC(C3)C1)C2)S(=O)(=O)C1CCS(=O)(=O)CC1
2.6	CC1CC1C(=O)Nc1ccc(F)cc1C(=O)N=c1sccn1C (centres undefined)
-4.4	Cc1ccc(-c2ccnc(N(C)CC3(CO)CCOCC3)n2)c(C)n1
-12.7	O=S(=O)(c1ccccc1)c1ccc2c(c1)Sc1ccccc1N2
-16.2&4.9	CCN(CC(=O)NCc1ccc(NC(C)=O)cc1)C1CCOC(C)(C)C1 (centres undefined)
-18.3	COC(=O)c1ccc(NC(=O)c2cn(C)c3c(=O)n(-c4ccccc4)c(=O)[nH]c23)cc1
-5.0	Cc1nc(C)c(CC(=O)N(C)CCn2ccc3ccccc32)c(=O)[nH]1
-2.7	COc1ccc(Nc2c3c(nc4nncn24)CCC3)cc1Cl
5.4	CN(C)CCCNC(=O)c1ccc(-c2cc3nc(NCc4cccnc4)n(C)c(=O)c3s2)cc1
-0.6	CN(C)CCN1C(=O)CC2Sc3ccccc3N=C21 (centres undefined)
-11.5	COC(=O)C1CCCCN1C(=O)CCc1nnc(CCc2ccc(OC)cc2)o1 (centres undefined)
-2.8	COc1ccc(C(=O)C=c2[nH]c(=O)c(=Cc3ccc4c(c3)OCO4)s2)cc1
1.9	FC(F)(F)c1nc(Nc2ccc(-n3cnnn3)cc2)c2ccccc2n1
-13.7	COc1ccc(Cl)cc1CN1C(=O)CON=C1Cc1ccccc1
-3.6	CCc1ncc2c(n1)CN(CC(O)COCC1CCCO1)CC2 (centres undefined)
-7.2	Cc1nc(C(C)NC(=O)NC2CCCN(c3ccccc3)C2)cs1 (centres undefined)
-1.0	COc1cc2nc(CN3CCOCC3)n(C(C)C(=O)Nc3cc(C)on3)c(=O)c2cc1OC (centres undefined)
-13.1	CC1(C(=O)Nc2cccc3c2CCCC3)CCN1S(=O)(=O)c1ccccc1 (centres undefined)
-4.6	Cn1c(-c2ccccc2F)nn(CN2CCc3ccccc3C2)c1=S
-6.1	CCCCn1c(N)c(N(CCC(C)C)C(=O)NC2CCCCC2)c(=O)[nH]c1=O
-26.9	O=S(=O)(NNc1c(F)c(F)c(F)c(F)c1F)c1ccc(F)cc1
